ARNT TACC3 PPI: disruptors of human ARNT/TACC3 interaction. Q9Y6A5. AlphaScreen His-ARNT PAS-B/GST-TACC3 binding, luminescence; TACC3 fragment carries E629A point mutation. inhibition, % at 9.99 µM. 390,000 tested, 0.66% active. AID 623870;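 active means mean inhibition of replicates at least 50% and at least half of replicates each reaching 50%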;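 further: 0% = complete ARNT plus TACC3 wells and 100% = ARNT alone without TACC3; many hits fall short of the cut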
An asterisk follows results filed as active. This is a subset (hit frequency here may not be typical).

SMILES | ARNT TACC3 PPI
O=C(NCc1ccco1)c1ccc(Cl)c(S(=O)(=O)N2CCOCC2)c1 | -3.9
CCC(C)[C@H](N)c1nnc(SCC(=O)c2ccc(Cl)cc2)o1 (stereo partly drawn) | 3.8
O=C(O)CCCCCCCCCC(=O)c1cccs1 | -4.1
O=C(CSCc1nc2ccccc2[nH]1)N1CCN(c2cccc(Cl)c2)CC1 | 1.9
CCN1C(=O)c2cccc3c(NC(=O)c4ccc(S(=O)(=O)N5CCOCC5)cc4)ccc1c23 | 3.8
CC1(C)Cc2c(C#N)c(NCc3ccco3)nc(-c3ccco3)c2CO1 | 1.4
COc1ccc(S(=O)(=O)Nc2ccc(O)c(Sc3ncn[nH]3)c2)cc1 | 18.3
FC(F)(F)C1=CC(c2ccc(Br)cc2)=NCCN1 | -4.4
O=S1(=O)C=C(N2CCOCC2)c2ccccc21 | 0.9
CSCCC(NC(=O)OC(C)(C)C)C(=O)NC(CC(C)C)C(N)=O (stereo not drawn) | -7.5
CCCCCc1nnc(NC(=O)CS(=O)(=O)Cc2ccccc2)s1 | -0.3
COc1ccccc1-c1noc(-c2ccccc2C(=O)Nc2cccnc2)n1 | -0.3
COC(=O)CCC(=O)Nc1ccc(OC)cc1 | -5.5
OC(CN1CCCCC1)Cn1c(C(F)(F)F)nc2ccccc21 (stereo not drawn) | -7.8
Cc1cc(C)nc(CC(N)=O)n1 | -5.7
COc1ccc(OC)c(C2C(C(=O)c3cccs3)=C(O)C(=O)N2CCN(C)C)c1 (stereo not drawn) | -2.5
Cc1ccc(Nc2nc(OC(C(F)(F)F)C(F)(F)F)nc(N3CCOCC3)n2)cc1 | -1.3
Cc1cc(NC(=O)CCC(=O)N(c2ccccc2)C(C(=O)NC2CCCC2)c2cccs2)no1 (stereo not drawn) | 0.6
COc1cccc(-c2nn(-c3ccccc3)cc2CO)c1 | -4.9
COc1cc(-c2noc(C)c2-c2ccc3[nH]ccc3c2)cc(OC)c1OC | 1.0
COc1ccccc1C1CC(=O)NC(C)=C1C(=O)OCC1CCCO1 (stereo not drawn) | 0.9
Cc1ccc(-c2ccc(/C=N\NC(=O)c3cc4c(ccc5ccccc54)o3)o2)cc1[N+](=O)[O-] | -14.7
CCCCCOC(=O)C1=C(C)N(C)C(=O)NC1c1cc(Br)c(O)c(OC)c1 (stereo not drawn) | 10.1
Cc1ccc(O)c(CNc2nc3ccccc3n2C)c1 | 6.6
COc1ccccc1C(=O)O/N=C1/CCCc2c1ccc(OC)c2[N+](=O)[O-] | -0.2

Five compounds already listed, sorted by molar mass, falling.
SMILES | ARNT TACC3 PPI
COc1ccccc1C(=O)O/N=C1/CCCc2c1ccc(OC)c2[N+](=O)[O-] | -0.2
COc1cc(-c2noc(C)c2-c2ccc3[nH]ccc3c2)cc(OC)c1OC | 1.0
CSCCC(NC(=O)OC(C)(C)C)C(=O)NC(CC(C)C)C(N)=O (stereo not drawn) | -7.5
COc1ccccc1C1CC(=O)NC(C)=C1C(=O)OCC1CCCO1 (stereo not drawn) | 0.9
CCC(C)[C@H](N)c1nnc(SCC(=O)c2ccc(Cl)cc2)o1 (stereo partly drawn) | 3.8

(cont.)
SMILES | ARNT TACC3 PPI
O=C(c1ccccc1)c1cccc(NC(=O)c2ccco2)c1 | 4.2
Cc1ccccc1C(=O)NCc1ccncc1 | -3.5
O=c1c2cn[nH]c2nc(SCc2ccc3c(c2)OCCO3)n1-c1ccccc1 | 2.0
Nc1c(-c2ccccc2)cnn1C1CCS(=O)(=O)C1 (stereo not drawn) | -24.7
O=C(Nc1ccc2c(c1)oc1ccccc12)c1cccnc1 | -5.2
Cc1ccc(-c2noc(-c3ccccc3C(=O)NCC3CCCO3)n2)cc1 (stereo not drawn) | -4.8
O=C1CCCC2=C1C(c1ccncc1)c1c(nc(SCc3ccccc3)[nH]c1=O)N2 (stereo not drawn) | 1.5
CCN(C(=O)CSc1ncn[nH]1)c1cccc2ccccc12 | -5.1
CCOC(=O)/C(C#N)=C1/C=Nc2ccccc2N1 | -1.0
CN(C)C(=O)N1CCN(C(=O)N2CCOCC2)CC1 | -1.1
O=C(NCCCn1ccnc1)c1ccc(S(=O)(=O)N2CCCCCC2)cc1 | -4.3
Cc1ccc(F)cc1NC(=O)c1cccc2nccnc12 | 9.2
Cc1nc2nc(-c3ccc(Cl)cc3)cn2nc1C | -3.4
O=C(CSc1nnc(CNc2ccc(F)cc2)o1)N1c2ccccc2Sc2ccccc21 | 1.0
O=C1CCCC(O)=C1C=Nc1ccc2c(c1)oc1ccccc12 | -15.3
CCOC(=O)Cn1c(S(=O)(=O)Cc2ccc(F)cc2)nc(-c2ccccc2)c1-c1ccccc1 | 0.0
Cc1cc(N2CCCCCC2)nc2ccc(F)cc12 | -5.6
O=C(O)COc1ccc(Br)cc1/C=C1/SC(=O)N(CC(=O)N2CCCC2)C1=O | 1.1
Cc1nn(-c2ccccc2)c2sc(C(=O)c3c(N)n(C)c(=O)n(C)c3=O)cc12 | -2.6
Cc1[nH]nc2c1C1(CCOC1C)C(C#N)=C(N)O2 (stereo not drawn) | 0.6
O=C(Cn1nnc(-c2ccccc2NC(=O)c2cccs2)n1)Nc1ccccc1 | -5.6
CC(NC(=O)c1ccco1)C(=O)N1CCc2ccccc2C1 (stereo not drawn) | 7.8
Oc1c(CN2CCc3ccccc3C2)cc(Cl)c2cccnc12 | 58.2*
C=C[C@]1(C)C=C2CC[C@H]3[C@@](C)(CCC[C@@]3(C)C(=O)O)[C@@H]2CC1 | -2.6
COc1ccc(CN2CCCC(C(=O)N3CCCCC3)C2)c(OC)c1 (stereo not drawn) | -7.8

No new results follow: entries from further up.
SMILES | ARNT TACC3 PPI
CN(C)C(=O)N1CCN(C(=O)N2CCOCC2)CC1 | -1.1
O=C(NCCCn1ccnc1)c1ccc(S(=O)(=O)N2CCCCCC2)cc1 | -4.3
Cc1ccc(F)cc1NC(=O)c1cccc2nccnc12 | 9.2
Cc1nc2nc(-c3ccc(Cl)cc3)cn2nc1C | -3.4
O=C(CSc1nnc(CNc2ccc(F)cc2)o1)N1c2ccccc2Sc2ccccc21 | 1.0
O=C1CCCC(O)=C1C=Nc1ccc2c(c1)oc1ccccc12 | -15.3

Next part.
SMILES | ARNT TACC3 PPI
CCC1SC(=NC(=O)c2ccc(Cl)c(Cl)c2)NC1=O (stereo not drawn) | 18.5
CCOc1ccc(N2CC(=O)N/C2=N\c2nc(C)cc(C)n2)cc1 | -10.0
COc1ccc2[nH]c(C)c(CN3CCC(C)CC3)c(=O)c2c1 | -24.1
CCc1nnc(N2CCN(c3ncnc4c3oc3ccccc34)CC2)s1 | -0.7
O=C(NCCc1c[nH]c2ccccc12)c1ccc(-n2cnnn2)cc1 | 15.7
CCC(=O)Nc1nnc(CCc2ccccc2)s1 | -5.5
Fc1ccccc1CSc1nc2ncccc2[nH]1 | 12.8
CCCc1nnc(NC(=O)CCC(=O)N2CCN(c3ccccn3)CC2)s1 | 22.9
O=C(Nc1ccc2c(c1)C(=O)N(CC1CCCO1)C2=O)c1ccc(Cl)c(Cl)c1 (stereo not drawn) | -4.0
CNCCOc1ccccc1C(C)(C)C | -12.6
Cc1ccccc1C1C(C#N)=C2N=C(N)c3c(sc4c3CCCCC4)N2C2=C1C(=O)CCC2 (stereo not drawn) | 16.4
N#CC1=C(N)OC2=C(C(=O)CCC2)C1Cc1ccccc1 (stereo not drawn) | 0.6
COc1cccc(C(C)N(C)Cc2nc(-c3ccoc3)oc2C)c1 (stereo not drawn) | 3.8
O=C1C2C3CCCC3=C3CCCC3C2C(=O)N1c1ccccc1 (stereo not drawn) | -32.9
CN1CCN(C(=O)CCN2C(=O)/C(=C\c3ccc(Cl)cc3)SC2=S)CC1 | -8.9
O=C(CN1C(=O)CSC1=O)N1CCCCC1 | -3.4
CC(C)C(=O)N1CCN(c2ccccc2NC(=O)c2cccc(Cl)c2)CC1 | 5.9
CCC(c1nnc(SCC(=O)Nc2ccc(C(=O)Nc3ccccc3OC)cc2)o1)N(C)C (stereo not drawn) | 0.3
Cc1nc2c(c3c1[nH]c1ccccc13)C(=O)CC(C)(C)C2 | -6.0
CN(Cc1nc(-c2ccccn2)no1)S(=O)(=O)c1ccccc1 | 6.9
COc1ccc(CNC(=O)c2ccc(NC(=O)CC3SC(N4CCCC4)=NC3=O)cc2)cc1 (stereo not drawn) | 4.8
CCN(CC)S(=O)(=O)c1ccc2oc(C(=O)O)c(C)c2c1 | -1.0
CCOC(=O)c1ccc(N2C(=O)c3n[nH]c(C)c3C2c2ccc(OC)cc2)cc1 (stereo not drawn) | -7.6
COc1ccc(C)cc1NC(=O)Nc1ccccc1 | 2.9
CCOc1ccc(-n2c(=O)cc(N3CCN(c4ccc(F)cc4)CC3)[nH]c2=O)cc1 | 10.4
Continued.
SMILES | ARNT TACC3 PPI
Cc1cc(C)nc(SCC(=O)Nn2cnnc2)n1 | -1.5
CN(C)C(=O)c1cnc(Sc2ncc(C(F)(F)F)cc2Cl)n1C | 1.1
O=c1c2c(nc3nc(CCc4ccccc4)[nH]n13)CCC2 | -21.0
COc1cc2c(cc1OC)C(c1ccc(-c3cc(Cl)ccc3Cl)o1)=NCC2 | -22.9
C=CCNc1nnc(-c2ccncc2)s1 | 3.3
CCN(Cc1nc2cc(OC)c(OC)cc2c(=O)[nH]1)C(=O)c1ccc(S(=O)(=O)N(C)C)cc1 | 5.7
O=C(NCc1ccco1)c1cc2sccc2n1Cc1ccccc1 | -7.6
CCOC(=O)N1CCN(c2nc(-c3ccc(Cl)cc3)cs2)CC1 | -3.8
COc1ccccc1-n1cnc2cc(NC(C)=O)ccc21 | 0.1
Cc1nn2c(NCC(C)C)c3c(nc2c1-c1ccccc1)CCC3 | -16.3
O=C(O)CSCc1ccc(Cl)cc1 | -5.5
COc1ccc(NC(=O)C2C(=O)NC3(C)CC2c2ccccc2O3)cc1 (stereo not drawn) | -3.6
C=CCn1cc(Cl)c(=O)n(CC=C)c1=O | -2.0
Cn1cnnc1SCc1ccccc1 | -1.4
Cc1ccc(NC(=O)COC(=O)C2=COCCO2)cc1 | -3.6
Cc1c(C(N)=O)sc2ncn(CC(=O)OC(C)C)c(=O)c12 | 4.1
Cc1cccc(N(CC(=O)N/N=C/c2cc([N+](=O)[O-])ccc2Cl)S(C)(=O)=O)c1C | 4.5
CCn1c2ccccc2c2cc(NC(=O)COC(=O)Cc3cn4ccsc4n3)ccc21 | 1.6
O=C(Nc1cccc(C(F)(F)F)c1)c1ccc2nc(N3C(=O)CCC3=O)sc2c1 | -4.3
c1ccc2c(c1)Cn1nc(Cc3nc4c(s3)CCCC4)nc1-2 | 0.1
CNc1oc(/C=C/c2cccc(OC)c2)nc1C#N | 30.9
CCCCn1nnnc1SCC(=O)c1ccc(C)c(C)c1 | -10.4
COc1cc2c3c(n(C)c(=O)c2cc1OC)-c1cc2c(cc1C3=O)OCO2 | -1.5
COc1ccc(CCNC(=O)c2nn(C)c3c2CS(=O)(=O)c2ccccc2-3)cc1OC | -3.3
CC1(C)CC(=O)C(C=Nc2ccncc2)=C(O)C1 | -0.1
Going on with the list.
SMILES | ARNT TACC3 PPI
Cc1cccc(OCc2n(CC(=O)OC3CC(C)CCC3C(C)C)c3ccccc3[n+]2C)c1 (stereo not drawn) | 9.2
CC(=O)N1CCN(CCN=CC2=C(O)CC(C)(C)CC2=O)CC1 | 0.9
CC(C)CC(=O)Nc1ccc(Nc2ccccc2)cc1 | 6.2
Cc1ccc(-c2nnc(NCc3nc4ccccc4[nH]3)c3ccccc23)cc1S(=O)(=O)N1CCOCC1 | 14.0
O=S(=O)(c1cc(Cl)ccc1Cl)n1nnc2ccccc21 | -10.8
COC(=O)c1c(N)c2ccccc2[nH]c1=O | -2.9
N#Cc1c(N)n(CCNC(=O)c2cccs2)c2nc3ccccc3nc12 | 24.1
Cc1nc(CNS(=O)(=O)c2cc(C)c(C)cc2C)cs1 | -1.7
O=c1[nH]cnc2c([N+](=O)[O-])cccc12 | 23.8
CC(OC(=O)c1c2c(nc3ccccc13)/C(=C\c1ccc3c(c1)OCO3)CCC2)C(=O)Nc1ccc(S(N)(=O)=O)cc1 (stereo not drawn) | -10.6
Cc1ccc(/C=C/C(=O)O)cc1S(=O)(=O)NCCCC(=O)O | -1.2
Cc1ccnc(N2CCN(c3cc(C)c(C#N)c4nc5ccccc5n34)CC2)c1 | -1.1
O=C(O)CC(=O)Nc1ccccc1 | -18.5
CCCCn1c(Oc2ccc(C(=O)OC)cc2)nc2c1c(=O)n(C)c(=O)n2C | 14.3
CCOC(=O)c1c(NC(=O)CCC(=O)N2CCOCC2)sc2c1CC(C)(C)OC2 | -7.6
COCCOc1cnn(-c2cc(Oc3ccc(C)cc3)ncn2)c(=O)c1Cl | -8.2
O=S(=O)(c1cccc(-c2nnc(SC(F)F)n2-c2ccccc2)c1)N1CCCCC1 | 3.0
COc1cc2c(C(=O)N3CCN(Cc4ccc5c(c4)OCO5)CC3)cn(C)c(=O)c2cc1OC | 0.0
Clc1ccc(/C=N/Nc2nnc(-c3ncc[nH]3)c3ccccc23)cc1 | 2.0
O=C(NCCc1ccccc1)C1c2ccccc2C(=O)N1C1CC1 (stereo not drawn) | -5.9
Cn1nc(-c2ccc(Cl)cc2)c2cc(C(=O)N3CCN(c4ccccn4)CC3)sc21 | -21.0
COc1cc2c(cc1OC)/C(=C/C#N)NC(C)(C)C2 | 2.3
Cc1cc2c(cc1C)/C(=C\C(N)=O)NC(C)(C)C2 | -4.3
O=C(Nc1ccc(N2CCOCC2)cc1)c1ccncc1 | 11.9
O=C(C1c2ccccc2Oc2ccccc21)N1CCN(c2ccc(Cl)cc2)CC1 | -3.2
Clc1ccccc1-c1ccc(CN2CCN(c3ccccc3)CC2)o1 | -4.9
CCC(=O)c1ccc(OCC(O)CN2CC(C)OC(C)C2)cc1 (stereo not drawn) | 0.2
CCOC(=O)Nc1cc(=O)c2ccccc2o1 | -2.0
Cc1cc(Nc2ccc(Cl)cc2)nc(N)n1 | 2.5

Arranged by value in ARNT TACC3 PPI (highest first): three of the compounds above
SMILES | ARNT TACC3 PPI
O=C(Nc1ccc(N2CCOCC2)cc1)c1ccncc1 | 11.9
CCC(=O)c1ccc(OCC(O)CN2CC(C)OC(C)C2)cc1 (stereo not drawn) | 0.2
CCOC(=O)c1c(NC(=O)CCC(=O)N2CCOCC2)sc2c1CC(C)(C)OC2 | -7.6
